Screens: PubChem, several laboratories
RPL19A-GFP yeast – alters RPL19A-GFP fluorescence in TOR pathway yeast screen | S. cerevisiae RPL19A-GFP strain, flow cytometry, 3 h; active compounds read low | percent response vs DMSO, % at 10 µM | 0.3% of 330,000 active | AID 2025;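 active = percent response vs DMSO below 50%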;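 also: median channel GFP fluorescence of the barcoded RPL19A-GFP strain; ratio of sample median GFP to plate DMSO average so 100% = DMSO; lower means less RPL19A-GFP as with rapamycin TOR inhibition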
EBNA-1 inhibitor – blocks EBNA-1 binding to DNA. EBNA-1 DNA binding, fluorescence polarization. inhibition, % at 14.8 µM. 0.34% of 300,000 active. AID 1950; in the data active = inhibition above about 28%
MEP2 TOR yeast – modulators of TOR pathway MEP2-GFP in S. cerevisiae; S. cerevisiae MEP2-GFP strain, flow cytometry GFP, 3 h; 100% = DMSO control level; GFP response vs DMSO, % at 10 µM; 0.51% of 330,000 active;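 active = GFP response versus DMSO above a set limit, roughly screen mean plus 3 SD, cut at about 180% in these data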;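 also: median GFP fluorescence of the barcode-gated MEP2-GFP cells per well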
proCasp3 act – activators of human procaspase-3; activation, % at 8.5 µM; recombinant procaspase-3 D3A, Ac-DEVD-pNA absorbance 405 nm; 0.11% of 330,000 active;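 active = activation above the mean of all tested compounds plus 3 SD, cut at about 21% in these data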;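 also: 0% = DMSO alone and 100% = DMSO wells spiked with extra 5 µM PC-3 D3A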
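System: Procaspase-3 D3A mutant. Medium: Zinc-free 300 mM NaCl, 50 mM HEPES, 0.01% Triton X-100. Schedule: 1 h preincubation plus 2 h reaction at 25 °C. Measured by: 405 nm absorbance of p-nitroaniline, reads at 0 and 120 min. Read-out: percent activation relative to control range.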
procasp7 counter – counter-screen for procaspase-3 activators: activators of human procaspase-7; P55210; 0.093% of 330,000 active; activation, % at 8.5 µM; recombinant procaspase-7, Ac-DEVD-pNA absorbance 405 nm; D23A/D198A/D206A triple mutant, cannot self-cleave; scale: DMSO 0, 5 µM enzyme 100;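 active = percent activation above the screen-wide mean plus 3 SD, cut at about 25% in these data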
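Replicates: singlicate. Assay system: Procaspase-7 triple mutant (PC-7 D3A). Signal: 405 nm absorbance of p-nitroaniline. Times: 1 h preincubation, 2 h reaction. Buffer or medium: Zinc-free HEPES pH 7.4 with 300 mM NaCl, 0.01% Triton X-100. Also added: DEVD-pNA substrate. Benchmarks: DMSO wells as 0%, DMSO with 5 µM added PC-7 as 100%.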
ZTA DNA inh – counter-screen for EBNA-1 inhibitors: inhibitors of Epstein-Barr virus ZTA; P03206; ZTA-DNA binding, fluorescence polarization; inhibition, % at 11 µM; 0.15% of 320,000 active; AID 2234; in the data active = inhibition above about 33%
LAP4 TOR yeast – yeast TOR pathway LAP4-GFP modulation. 0.34% of 320,000 active. S. cerevisiae LAP4-GFP multiplex, flow cytometry GFP, 3 h; median GFP as percent of DMSO wells. AID 2023. GFP response vs DMSO, % at 10 µM;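 active = GFP response vs DMSO above a set limit, about the screen mean plus 3 SD, cut at about 150% in these data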
AHR act – human AHR activation; AID 2796; activation, % at 5 µM; AHR-responsive luciferase reporter cells, luminescence; P35869; 2.5% of 320,000 active; in the data active = activation above about 47%;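 also: 0% = vehicle wells and 100% = reference agonist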
Numbers without * were called inactive; · = no result given.

#	Structure	RPL19A-GFP yeast	EBNA-1 inhibitor	MEP2 TOR yeast	proCasp3 act
1	CCOC(=O)C[C@H]1c2ccc(C(F)(F)F)cc2S(=O)(=O)N1Cc1ccccc1	96	-15	101	1
2	COCCN(C(=O)c1ccc(OC2CCN(S(=O)(=O)N(C)C)CC2)cc1)C(C)C	100	6	103	-2
3	COc1ccc(CCNC(=O)C(=O)NCC2OCCN2C(=O)c2ccc(Cl)cc2)cc1OC (stereo unspecified)	103	1	101	2
4	Cc1cc(C)n(-c2cccc(Cl)c2)c(=O)c1C#N	98	-9	102	-4
5	Cc1c(-c2ccccc2)nc2ccccc2c1C(=O)Nc1ccncc1	92	-3	91	5
6	O=C(CN1CCOCC1)NCC12CC3CC(CC(C3)C1)C2	89	-9	98	-10
7	Clc1ccc(CN2CCSCC2)c(Cl)c1	104	-2	99	0
8	CCN(CC(=O)Nc1c(F)cccc1F)C(=O)c1ccc(NC(=O)CC2SC(N3CCCC3)=NC2=O)cc1 (stereo unspecified)	87	-3	88	3

#	procasp7 counter	ZTA DNA inh	LAP4 TOR yeast	AHR act
1	-3	-21	100	3
2	10	-6	94	-4
3	8	-10	87	-6
4	-3	-7	89	8
5	8	-2	87	1
6	-3	-5	90	-2
7	-4	-10	88	1
8	4	-10	95	-1

Reprinted from the part before: 3 entries; new compounds follow.
#	Structure	RPL19A-GFP yeast	EBNA-1 inhibitor	MEP2 TOR yeast	proCasp3 act
6	O=C(CN1CCOCC1)NCC12CC3CC(CC(C3)C1)C2	89	-9	98	-10
7	Clc1ccc(CN2CCSCC2)c(Cl)c1	104	-2	99	0
8	CCN(CC(=O)Nc1c(F)cccc1F)C(=O)c1ccc(NC(=O)CC2SC(N3CCCC3)=NC2=O)cc1 (stereo unspecified)	87	-3	88	3
9	CCCn1c(CNc2ccccc2O)nc2ccccc21	104	13	104	-19
10	COc1ccc(-c2ccc(-c3nnc(Cc4ccc(OC)c(OC)c4)o3)cc2)cc1	100	-6	89	9
11	CCOc1ccc(-c2nc[nH]c2[N+](=O)[O-])cc1	101	13	103	4
12	COc1ccc(Cl)cc1NC(=O)CSc1nnc(COc2ccccc2)n1N	101	-6	106	-2
13	CN(C=[N+](C)C)c1cccc2c1C(=O)c1ccccc1C2=O	103	6	105	4
14	COc1cc(CNC(=O)c2ccc3oc(C(C)C)nc3c2)cc(OC)c1	92	-21	105	-1
15	Cc1cc(C(=O)N(C2CCCCC2)C2CCCCC2)no1	92	-1	100	-1
16	CC(=O)c1cc2c(cc1N/C(=N/S(=O)(=O)c1ccc(Br)cc1)c1ccccc1)OCO2	99	7	94	2

#	procasp7 counter	ZTA DNA inh	LAP4 TOR yeast	AHR act
6	-3	-5	90	-2
7	-4	-10	88	1
8	4	-10	95	-1
9	-37	8	102	21
10	14	1	91	2
11	-4	9	105	-1
12	-8	-18	93	18
13	11	-3	91	0
14	5	2	120	7
15	-2	2	94	-1
16	0	0	101	9

(continued)
#	Structure	RPL19A-GFP yeast	EBNA-1 inhibitor	MEP2 TOR yeast	proCasp3 act
17	CCNC(=O)/C(C#N)=C/c1c(N2CCN(c3ccc(OC)cc3)CC2)nc2c(C)cccn2c1=O	79	-11	87	-2
18	CCOC(=O)[C@H]1[C@H]2COc3ccc(C)cc3[C@@H]2N2C(=O)c3cc(F)c(F)cc3NC(=O)[C@@]12C	·	-11	·	5
19	CCCOc1ccc(N2C(=O)CC(SCc3nc4ccccc4[nH]3)C2=O)cc1 (stereo unspecified)	102	-5	101	-22
20	CCOC(=O)N1CCN(C(=O)CCc2c(C)nc3c(c(C)nn3-c3ccc(C)c(C)c3)c2C)CC1	96	3	106	1
21	Cc1cccc(-n2cc(CN3CCN(c4ccccn4)CC3)c(-c3cccc(F)c3)n2)c1	97	-1	108	6
22	C/C(=N\NC(=O)COc1ccccc1-c1ccccc1)c1ccc(O)cc1O	97	4	101	4
23	O=C(NC(=S)Nc1cccc(NC(=O)c2ccccc2Cl)c1)c1cccs1	99	22	97	-4
24	COc1ccc(NC(=O)c2ccco2)cc1NC(=O)c1c(OC)cccc1OC	99	-1	97	3

#	procasp7 counter	ZTA DNA inh	LAP4 TOR yeast	AHR act
17	-1	0	·	22
18	6	-9	·	-1
19	-13	2	88	20
20	-2	8	132	7
21	9	-8	100	6
22	-5	-2	105	4
23	-16	10	91	-2
24	10	-17	95	5

(further entries)
#	Structure	RPL19A-GFP yeast	EBNA-1 inhibitor	MEP2 TOR yeast	proCasp3 act
25	Cc1cccc2c1NC(=O)C21OCC(CO)([N+](=O)[O-])CO1 (stereo unspecified)	102	1	101	3
26	CCOC(=O)C1CCN(c2nc3ccccc3nc2C(C#N)C(=O)OCCOC)CC1 (stereo unspecified)	99	10	105	-1
27	COC(=O)c1ccc(NC(=O)COc2ccc(N(C)S(=O)(=O)c3ccc(C)cc3)cc2)cc1	100	·	101	2
28	CCOC(=O)CSC1=C(C#N)C(c2ccc(C)cc2)C(C(=O)OC)C(=O)N1 (stereo unspecified)	98	-8	100	-8
29	CC(O)COc1ccc(/C(=N/O)c2ccccc2)cc1 (stereo unspecified)	101	-3	98	4
30	Cc1cc(C)c(OCC(=O)OCC(=O)N2CCN(C(=O)c3ccco3)CC2)c(C)c1	97	-16	99	6
31	C=CCn1c(O)c(C(CC)=Nc2ccccc2NC(=O)CC)c(=O)[nH]c1=O	86	4	91	-7
32	CN(C(=S)NC(=O)CCCOc1ccc(Cl)cc1Cl)c1ccccc1	93	10	103	-10

#	procasp7 counter	ZTA DNA inh	LAP4 TOR yeast	AHR act
25	-4	11	101	1
26	-1	6	108	3
27	5	-1	103	1
28	10	9	99	-3
29	-2	13	97	1
30	3	8	107	0
31	9	14	84	-1
32	-18	9	115	4

Other results
#	Structure	RPL19A-GFP yeast	EBNA-1 inhibitor	MEP2 TOR yeast	proCasp3 act
33	CC1(C)CC2CC(C)(CN2S(=O)(=O)c2ccc(C(=O)Nc3cc(S(=O)(=O)N4CCOCC4)ccc3Cl)cc2)C1 (stereo unspecified)	99	6	97	-1
34	C=CCOc1ccc(CN(C)CC(=O)Nc2ccccc2[N+](=O)[O-])cc1	113	6	102	3
35	NC(=S)Nc1cccc(-c2n[nH]c(=S)o2)c1	97	4	103	0
36	COc1cccc([C@@H]2CC=C(C(=O)O)[C@H](c3ccccc3F)N2S(=O)(=O)c2ccc(C)cc2)c1	96	9	87	-3
37	Cc1c(Cl)c([N+](=O)[O-])nn1CCCC(=O)Nc1sc2c(c1C(N)=O)CCC(C)C2 (stereo unspecified)	104	-3	104	-7
38	COc1ccc(CC(=O)Nc2nnc(C(C)(C)C)s2)cc1OC	101	8	106	10
39	O=C1CN(C(=O)COC(=O)CNC(=O)c2ccccc2)c2ccccc2N1	103	-8	119	-4
40	Cc1ccccc1NC(=O)C(C)O/N=C/c1cccc([N+](=O)[O-])c1 (stereo unspecified)	100	-1	107	6

#	procasp7 counter	ZTA DNA inh	LAP4 TOR yeast	AHR act
33	9	5	96	4
34	-6	14	108	7
35	-8	4	112	-2
36	14	-6	136	-2
37	-7	1	96	2
38	10	-9	97	8
39	-5	-5	108	0
40	-2	8	102	2

Random excerpt: 3 records from the list, in no set order.
#	Structure	RPL19A-GFP yeast	EBNA-1 inhibitor	MEP2 TOR yeast	proCasp3 act
37	Cc1c(Cl)c([N+](=O)[O-])nn1CCCC(=O)Nc1sc2c(c1C(N)=O)CCC(C)C2 (stereo unspecified)	104	-3	104	-7
33	CC1(C)CC2CC(C)(CN2S(=O)(=O)c2ccc(C(=O)Nc3cc(S(=O)(=O)N4CCOCC4)ccc3Cl)cc2)C1 (stereo unspecified)	99	6	97	-1
34	C=CCOc1ccc(CN(C)CC(=O)Nc2ccccc2[N+](=O)[O-])cc1	113	6	102	3

#	procasp7 counter	ZTA DNA inh	LAP4 TOR yeast	AHR act
37	-7	1	96	2
33	9	5	96	4
34	-6	14	108	7

Following part.
#	Structure	RPL19A-GFP yeast	EBNA-1 inhibitor	MEP2 TOR yeast	proCasp3 act
41	CCc1ccc(OC(=O)CN2C(=O)c3ccccc3C2=O)cc1	98	-8	104	4
42	Cc1cc(C)nc(SCC(=O)Nc2ccc(S(=O)(=O)Nc3cc(C)on3)cc2)n1	109	5	128	-3
43	CCOC(=O)C1CCN(C(=O)Cn2ncc3c([nH]c4ccccc43)c2=O)CC1	98	-9	95	10
44	NS(=O)(=O)c1ccc(CNC(=O)C2(c3ccc(Cl)cc3)CC2)cc1	105	2	103	-2
45	CC1CCN(C(=O)c2[nH]cnc2C(=O)NCC(=O)OC(C)(C)C)CC1	99	9	97	1
46	COc1ccc(N2CCN(C(=S)Nc3ccc(C)cc3C)CC2)cc1	102	12	108	-2
47	Cc1ccc(NC(=S)N(CCN(C)C)C(C)c2ccco2)c(C)c1 (stereo unspecified)	101	-4	97	-2
48	C[C@@H](CN1CCC[C@H]1CN1C(N)=NC[C@@H]1Cc1ccccc1)N1C[C@@H](Cc2ccccc2)N(CCc2ccc(Cl)c(Cl)c2)C1=N	93	·	93	-4

#	procasp7 counter	ZTA DNA inh	LAP4 TOR yeast	AHR act
41	5	-15	89	-1
42	4	6	120	0
43	-6	8	95	2
44	9	9	112	-2
45	1	6	121	2
46	7	-21	99	1
47	-1	-10	101	1
48	1	·	94	-1

Additional structures
#	Structure	RPL19A-GFP yeast	EBNA-1 inhibitor	MEP2 TOR yeast	proCasp3 act
49	O=C(COC(=O)c1ccccc1Nc1cccc(C(F)(F)F)c1)NCc1ccco1	97	-1	94	-5
50	O=C(c1ccc(S(=O)(=O)N2CCC(c3nc4ccccc4s3)CC2)cc1)N1CCOCC1	101	-2	104	4
51	CC(=O)OC12CC3CC(C1)C(=NO)C(C3)C2	102	-2	106	-3
52	COc1cc2c(cc1NC(=O)C(C)N1CCN(S(=O)(=O)c3ccc(C)c(C)c3)CC1)oc1ccccc12 (stereo unspecified)	101	-4	104	-3
53	CCCNC(=O)Cc1cc(=O)[nH]c(=O)[nH]1	104	4	111	-4
54	Cc1nnc2sc(SCC(=O)Nc3ccc(Br)cc3)nn2c1=O	104	-3	109	1
55	NS(=O)(=O)c1cc2c(cc1Cl)NC(C(Cl)Cl)NS2(=O)=O (stereo unspecified)	100	4	97	-7
56	O=C(Cn1ncc2c(=O)oc3ccccc3c21)NCC1CCCO1 (stereo unspecified)	98	11	102	-7
57	O=C(CSc1nnc2c(Cl)cc(C(F)(F)F)cn12)N(Cc1ccccc1)Cc1ccccc1	102	5	101	-2
58	CCOc1ccc2ccccc2c1C(=O)N1CCOCC1	98	8	97	7
59	Cc1cc(C)nc(SCCn2c(N(C)Cc3ccccc3)nc3c2c(=O)n(C)c(=O)n3C)n1	100	8	108	0

#	procasp7 counter	ZTA DNA inh	LAP4 TOR yeast	AHR act
49	-15	-8	93	-1
50	-8	-3	107	0
51	-3	-15	101	-1
52	-2	-9	102	59*
53	-3	-7	94	-4
54	3	8	103	27
55	-13	20	108	1
56	6	14	102	-1
57	-4	-6	86	0
58	-2	8	102	4
59	8	2	99	5
